DRD3 agonist: activates the human D3 dopamine receptor | 410,000 compounds, 0.58% hits | AID 652048 | D3R DiscoveRx beta-arrestin cells, luminescence, 90 min | max activation, %; in the data active = max activation above about 30%; note: 0% is about no effect; mostly tested at two doses, the higher about 12 µM
Target sequence (P35462 whole entry, looked up): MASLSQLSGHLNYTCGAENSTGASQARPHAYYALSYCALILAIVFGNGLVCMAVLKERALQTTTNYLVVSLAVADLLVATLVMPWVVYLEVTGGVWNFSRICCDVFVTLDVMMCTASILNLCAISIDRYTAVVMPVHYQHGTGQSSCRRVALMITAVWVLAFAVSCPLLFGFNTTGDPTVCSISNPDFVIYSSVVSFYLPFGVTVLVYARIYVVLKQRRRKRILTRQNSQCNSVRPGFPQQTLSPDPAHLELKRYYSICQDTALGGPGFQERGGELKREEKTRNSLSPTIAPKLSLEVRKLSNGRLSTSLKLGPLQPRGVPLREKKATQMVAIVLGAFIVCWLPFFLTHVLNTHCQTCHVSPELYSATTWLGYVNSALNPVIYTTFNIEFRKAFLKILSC
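Agonist mode: compounds and dopamine controls were applied to plated cells for 90 min at 37 degrees C after an overnight attachment at 1500 cells/well. Luminescent read-out followed 30 - 60 minutes at room temperature with DiscoveRx detection reagent.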
CCT modulator: cytosolic chaperonin activity modulation; 360,000 compounds, 0.3% hits; AID 651819; activity change, % (concentration not given with the values), hits read low; purified chaperonin ATPase assay, HTRF ADP detection, 30 min; in the data active = activity change below about -30%; note: % is set by controls: 0 for no effect and ±100 for the full control effect
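First, chaperonin was dispensed at 40 nM or 20 nM final depending on batch activity. Next, compounds were pinned at 76 uM and ATP added at 10 uM. After 30 min at 37 °C, ADP detection reagents ran 30 min at ambient temperature.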
PTHR1 agonist: activates the human parathyroid hormone receptor PTHR1; Q03431; HEK293 GP2 PTHR1 cells, GloSensor cAMP luminescence, 1 h; Potency, µM (highest dose often 115 µM), for inactives: top-dose activation, hits mostly activators; 410,000 compounds, 0.075% hits; note: potency is the fitted concentration of half-maximal effect; nearly all actives have a fitted effect of over 55% in size; some results filed as inactive show a strong effect at the top dose; inactives centre near -15; many of its hits are not listed in these tables
Target sequence (Q03431 whole entry, looked up): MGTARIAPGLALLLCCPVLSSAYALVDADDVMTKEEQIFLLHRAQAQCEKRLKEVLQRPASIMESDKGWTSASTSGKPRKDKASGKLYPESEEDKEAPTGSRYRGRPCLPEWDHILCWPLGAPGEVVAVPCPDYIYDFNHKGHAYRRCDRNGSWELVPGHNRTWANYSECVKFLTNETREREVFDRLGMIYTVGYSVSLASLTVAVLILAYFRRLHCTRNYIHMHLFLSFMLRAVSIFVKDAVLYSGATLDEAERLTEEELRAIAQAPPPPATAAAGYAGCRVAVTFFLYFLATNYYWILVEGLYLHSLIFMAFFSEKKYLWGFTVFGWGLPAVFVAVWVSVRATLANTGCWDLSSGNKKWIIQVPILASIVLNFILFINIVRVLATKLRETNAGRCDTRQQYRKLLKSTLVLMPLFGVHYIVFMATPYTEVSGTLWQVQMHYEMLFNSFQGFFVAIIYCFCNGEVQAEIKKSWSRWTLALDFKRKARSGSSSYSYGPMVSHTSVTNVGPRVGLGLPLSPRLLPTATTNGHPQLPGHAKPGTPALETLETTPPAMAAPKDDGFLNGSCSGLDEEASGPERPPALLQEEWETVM
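HEK-293-derived GP2 cells expressing PTHR1 and a GloSensor cAMP reporter, 3,000/well, plated overnight, given luciferin plus IBMX (each 0.5 mM as added) for 1 h at 37 °C, then compound for 1 h at 37 °C. Luminescence was read after 15 min at room temperature.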
EPAC2 ag: activates human EPAC2 exchange factor. Q8WZA2. EPAC2 activation, biochemical qHTS; response scale: 100% = 6.5 mM cAMP response. Potency, µM (doses to about 154 µM), without a hit: top-dose activation, most hits filed as activators. 360,000 compounds, 0.079% hits; note: potency is the fitted concentration of half-maximal effect; nearly all actives have a fitted effect of over 50% in size
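Fluorescence exchange assay: 100 nM EPAC2 with 250 nM RAP1B-BODIPY-GDP and 50 uM GDP; compounds tested as a concentration-titration series (qHTS). Loss of Rap1-bound BODIPY-GDP fluorescence read at 480/540 nm; data normalized to 6.5 mM cAMP.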
pAkt inh: Akt phosphorylation inhibition | Neuro2A IGF-stimulated pAkt S473 HTRF, 20 min; active compounds read low | activity change, % for hits at 50 µM | 360,000 compounds, 0.32% hits; in the data active = activity change below about -80%; inconclusive = mostly about -51% to -80%; note: % is set by controls: 0 for no effect and ±100 for the full control effect
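Neuro2A cells in DMEM with 0.5% FBS, overnight at 37 deg C, given compound at single 50 µM final, then IGF (6 nM final) for 20 min at 37 deg C. Lysed; phospho-Akt Ser473 by HTRF after 24 h, 665/615 ratio.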
D3 antag: antagonists of human D3 dopamine receptor; AID 652054; P35462; 360,000 compounds, 2.5% hits; D3R cells, DiscoveRx beta-arrestin luminescence, antagonist mode; active compounds read low; max response, negative = inhibition, %; in the data active = max response below about -50%; inconclusive = no clear call, values can overlap the other calls; note: % is set by controls: 0 for no effect and ±100 for the full control effect; mostly tested at two doses, the higher about 12 µM
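Cells plated overnight at 1500 cells/well, then exposed to library compounds with dopamine controls for 90 minutes at 37 degrees C. DiscoveRx reagent added for 30–60 minutes at room temperature; luminescence read, quantitative HTS format.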
MmCpn inh: M. maripaludis TRiC chaperonin inhibition; 330,000 compounds, 0.031% hits; purified Mm-Cpn ATPase, ADP Transcreener TR-FRET; Potency, µM (doses to about 76.9 µM), for the others: top-dose activity, negative = inhibition, most hits filed as inhibitors; note: potency is the fitted concentration of half-maximal effect; % is set by controls: 0 for no effect and ±100 for the full control effect; nearly all actives have a fitted effect of over 80% in size
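ATP (10 uM final) was added to archaeal chaperonin (25 nM final) after 10 min exposure to test compound at 37°C; after 30 min further incubation, ADP was detected by competitive TR-FRET.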
EPAC2 antagonist: EPAC2 (human) antagonism | Q8WZA2 | EPAC2 GEF exchange of Rap1B-BODIPY-GDP, fluorescence | 360,000 compounds, 0.18% hits | Potency, µM (top dose mostly 114 µM), for inactives: top-dose activity, negative = inhibition, usual class: inhibitors; note: potency is the fitted concentration of half-maximal effect; % is set by controls: 0 for no effect and ±100 for the full control effect; nearly all actives have a fitted effect of over 45% in size; many of its hits are not listed in these tables
Numbers without * were called inactive; i = inactive; ? = inconclusive; nt = no result given; & = joins results of further samples; [ ] = remark or other dose. Unless noted, calls come from the whole dose curve; as a rule, active = well fitted curve in the direction sought with a large enough effect; inconclusive = small, poorly fitted or top-dose-only effect, or another doubt; inactive = no such curve, though single readings can be large; an effect the other way counts as inactive or inconclusive. An excerpt; the hit share may differ from the screen's.

Below each SMILES – DRD3 agonist | CCT modulator | PTHR1 agonist | EPAC2 ag | pAkt inh | D3 antag | MmCpn inh | EPAC2 antagonist
CC1=CCC(C(=O)O)(C(=O)N/N=C/c2cccs2)C(c2ccc(F)cc2)C1 (stereo not drawn)
    4 | -4.8 | 17%[57.5 µM] | 10% | i | -12 | 0% | -1%
O=C(O)c1cccc2cccc(-c3c4ccc(=O)c(O)c-4oc4c(O)c(O)ccc34)c12
    23 | 0.7 | -34%[inhibitor] | -4% | i | 39 | nt | -28%
COc1ccc(-c2nn(-c3ccccc3)cc2/C=C2/SC(=S)N(Cc3ccco3)C2=O)c(C)c1
    -1 | -1.9 | -9%[57.5 µM] | 3% | i | -12 | 0% | 0%
c1ccc(-c2nn(-c3ccccc3)[n+](-c3ccccc3)n2)cc1
    6 | 1.0 | -3% | -8% | i | 3 | nt | 4%
CC1(C)CC2CC(C)(CN2S(=O)(=O)c2cccc(C(=O)OCC(=O)NC(N)=O)c2)C1 (stereo not drawn)
    4 | -0.8 | -22% | -3% | i | 10 | 4% | -20%
CC(C)NC(=O)c1ccc(C2SCC(=O)N2Cc2ccccc2)cc1 (stereo not drawn)
    10 | -2.7 | -6%[57.5 µM] | 6% | i | 7 | 1% | 3%
O=C1c2ccccc2C(=O)N1CCCc1cn(C[C@H]2CC[C@@H]([C@@H]3CC[C@H](Cn4cc(CCCN5C(=O)c6ccccc6C5=O)nn4)O3)O2)nn1
    12 | -2.2 | -15% | 9% | i | 8 | -18% | 10%
CC(=O)N(c1nc(CCl)cs1)c1c(C)cc(C)cc1C
    3 | 0.1 | i | 6% | i | -10 | 1% | 3%
Cc1cccc(CNC(=O)c2sc(=O)n(Cc3c(C)cccc3C)c2C)c1
    -10 | -0.6 | i | -2% | i | -90* | nt | -19%
CCOc1ccc(CN2CCNC(=O)C2CC(=O)N(C)CC2CCOCC2)cc1 (stereo not drawn)
    0 | -3.4 | -19% | 7% | i | -1 | 0% | 16%
O=C(Cc1ccc(Cl)cc1)N1CCN(c2ccc(F)cc2)CC1
    -8 | 1.1 | -75%[inhibitor] | 0% | i | -9 | 1% | -12%
Nc1ncnc2c1ncn2[C@@H]1O[C@H](C(=O)NS(=O)(=O)c2cccc(F)c2)[C@@H](O)[C@H]1O
    11 | 1.9 | i | 5% | i | 31 | nt | 6%
CCOc1ncccc1C(=O)N(CCC(C)C)c1c(N)n(Cc2ccccc2)c(=O)[nH]c1=O
    -8 | -0.4 | -18% | 6% | i | -20 | 1% | 23%
O=C(OCC(=O)N1CCCC1)c1cc(F)c(F)cc1Cl
    -14 | 0.2 | i | 8% | i | -7 | -2% | 5%
CC(NC(=O)CCc1nnc(CCCc2ccccc2)o1)c1ccccc1 (stereo not drawn)
    5 | -0.1 | -2% | -4% | i | -2 | -2% | 6%
Cc1nc2cc3ccccc3cc2n1C
    3 | 1.3 | 0% | 5% | i | 7 | -1% | 17%
COC(=O)COc1ccc(-c2nccc(-c3ccc(Br)cc3)n2)cc1
    3 | 1.9 | i | -5% | i | 6 | -12% | 3%
COc1ccc(-c2cc(NC=O)c3ncc(-c4cccc(C(=O)N(C)C)c4)n3c2)cn1
    -7 | -1.1 | 1% | 4% | i | -11 | nt | -6%
C=CCn1c(SCc2c(C)noc2C)nc2sc(C)c(C)c2c1=O
    35* | 2.6 | -5% | 11% | i | -16 | -1% | 7%
CC(C)c1ccc(-c2c(C#N)c(N)nc(SCC(=O)N3CCCCCC3)c2C#N)cc1
    0 | 0.0 | i | -7% | -124%* | 12 | -4% | -3%
Cc1[nH]nc2nc(SCC(=O)NC3CCCCC3)n(-c3ccc(Br)cc3)c(=N)c12
    4 | -0.7 | -4% | -3% | i | ? | -2% | 17%
Cc1cccc(NC(=O)CN2C(=O)N/C(=C/c3ccc(C)s3)C2=O)c1
    5 | -0.1 | -10% | 12% | i | 18 | -8% | -2%
C/C(Cl)=C\CNC(C)c1ccccc1 (stereo not drawn)
    -4 | 1.1 | -25%[57.5 µM] | 3% | i | -18 | 0% | -6%
COC(=O)C1=C(N)OC2=C(C(=O)CCC2)C1c1cccs1 (stereo not drawn)
    -7 | -1.8 | -20% | 4% | i | -13 | 3% | 1%
CCCCCn1c(=NC(=O)c2ccco2)c(C(=O)OCC)cc2c(=O)n3ccccc3nc21
    7&-2 | -1.1&-0.2 | -31%[inhibitor] | -8%&9% | i | 4&4 | -1% | -1%&-1%
CC(=O)Nc1ccc(/C=N/Nc2nc3ccccc3[nH]2)cc1
    0 | 0.4 | i | 6% | i | 13 | -5% | -19%
CC1(c2nc3ccccc3[nH]2)c2ccccc2C(=O)N1C1CC1 (stereo not drawn)
    0 | -1.5 | -17% | -6% | i | -16 | nt | 4%
C=CC[C@@H](CC(=O)N[C@H](CO)Cc1ccccc1)C(=O)N[C@@H](COC(=O)[C@@H](CC=C)Cc1ccc(F)cc1)Cc1c[nH]c2ccccc12
    5 | 1.0 | 0% | -3% | i | 11 | 1% | -14%
CCCn1c(C(C)NC(=O)c2ccccc2)nc2ccccc21 (stereo not drawn)
    -23 | -5.6 | i | 3% | i | ? | -2% | 5%
Cc1ccc2ccccc2c1Cn1c(-n2ccnc2)nc2c1c(=O)n(C)c(=O)n2C
    15 | 0.2 | i | -1% | i | 31 | 1% | -1%
COc1cc2sc(-c3ccc(S(C)(=O)=O)cc3)c(C(=O)NCCCCO)c2cc1OC
    4 | -2.7 | -29% | 3% | i | 28 | -5% | 17%
N/C(=N\OC(=O)Cc1cccs1)c1ccc([N+](=O)[O-])cc1
    -58 | -1.9 | -10% | 8% | i | 12 | 1% | -2%
COc1ccc(S(=O)(=O)N2CCOC2CNC(=O)C(=O)NCCN2CCOCC2)cc1 (stereo not drawn)
    16 | 1.9 | i | 0% | i | 44 | 2% | 16%
Cc1ccccc1OCc1nnc(SCC(=O)O)n1-c1cccc(Cl)c1
    6 | -1.9 | -21% | 0% | i | 0 | 0% | 4%
Cc1nnc(NC(=O)C2CCN(c3cnccn3)CC2)s1
    -2 | -0.4 | ? | 5% | i | -9 | 1% | 13%
N#CC1(NC(=O)CN2C(=O)c3ccccc3C2=O)CCCCC1
    9 | -0.8 | -8% | 6% | i | -3 | 4% | 4%
CCOc1ccc(/C=C2\SC(=S)N(C)C2=O)cc1OC
    -15 | 0.4 | -7% | -1% | i | -11 | -1% | 4%
CCOC(=O)C1=CN(Cc2cccc(F)c2)S(=O)(=O)N(C)C1CCc1ccccc1 (stereo not drawn)
    -1 | -1.5 | i | 11% | i | -19 | 0% | -2%
CNC(=O)COc1coc(CN2CCN(c3cccc(Cl)c3)CC2)cc1=O
    11 | 0.5 | -67%[inhibitor] | 10% | i | -1 | 0% | -3%
COc1ccc(S(=O)(=O)N2CCN(C/C=C/c3ccccc3)CC2)cc1NC(C)=O
    0 | -0.9 | i | 5% | i | -17 | 1% | ?
CC1CCN(C(=O)CSc2nnc(CSc3ncccn3)n2C)CC1
    -1 | 1.1 | -40%[inhibitor] | 8% | i | 6 | 1% | 4%
Cc1ccnc2nc(C(=O)NC3=NCCS3)nn12
    4 | -1.1 | 19% | 6% | i | 0 | 0% | 16%
Cc1ccc(S(=O)(=O)c2nc(Nc3ccccc3N3CCOCC3)sc2Cl)cc1
    -4 | -1.4 | i | 15% | i | 17 | 1% | -6%
Cc1ccc(C)c(NC(=O)Cc2ccc(S(=O)(=O)N3CCCCC3)s2)c1
    9 | -3.8 | -30% | 4% | i | -4 | -9% | -3%
CCCCC(=O)N(C)c1c(CC)nc2c(OCc3ccc(S(C)(=O)=O)cc3)cccn12
    -3 | 0.2 | i | 2% | i | 0 | nt | ?
Cc1nnc(SCCc2ccccc2)[nH]c1=O
    9 | 2.7 | 0%[57.5 µM] | -3% | i | 0 | 3% | 10%
Cc1cc(Cl)c2oc(C(=O)N(C)CCCCN3CCOCC3)c(C)c2c1
    -20 | 1.9 | i | -8% | i | ? | -3% | -14%
Cc1ccc(OCC(O)Cn2c(NCCc3ccccc3)nc3c2c(=O)[nH]c(=O)n3C)cc1 (stereo not drawn)
    -3 | -0.7 | i | 8% | i | 7 | -4% | 21%
Cc1cc(C)c(CN2CCN(C(=O)Cn3cnc(C(=O)Nc4ccc(C)c(C)c4)n3)CC2)c(C)c1
    -2 | 2.1 | -57%[inhibitor] | -11% | i | -21 | 0% | 10%
O=C(CCN1C(=O)c2ccccc2C1=O)NCc1ccc(F)cc1
    5 | -1.0 | i | 6% | i | 5 | 2% | 6%
Cc1cccc(OCC(=O)Nc2ccc(S(=O)(=O)Nc3onc(C)c3C)cc2)c1C
    11&7 | 0.9 | -18% | 6% | i | 15 | -3% | -2%
CCOC(=O)N1CCC(=NNc2nc3ccccc3s2)CC1
    1 | 1.1 | -36%[inhibitor] | -9% | i | -6 | 1% | 4%
COc1ccc2oc(C(=O)Nc3nc4ccccc4[nH]3)c(C)c2c1
    -4 | 0.8 | -31%[inhibitor] | 3% | i | 30 | 0% | 10%
O=C1CC(N(CCc2ccccc2)C(=S)Nc2ccccc2)C(=O)N1c1ccccc1 (stereo not drawn)
    1 | 1.2 | -95%[inhibitor] | -3% | i | ? | -2% | -4%
NC(=S)N/N=C/c1cc([N+](=O)[O-])ccc1OCCOc1ccccc1
    0 | -4.3 | -18% | 1% | i | 35 | -2% | 1%
Cn1c(NC(=O)c2ccc3c(c2)OCO3)cc(=O)n(C)c1=O
    6 | -0.2 | 9% | 15% | i | -23 | -1% | -9%
COc1ccc(/C=N/NC(=O)c2cccc(S(=O)(=O)N3CCCC3)c2)cc1O
    5 | 2.4 | -59%[inhibitor] | 8% | i | ? | 3% | -3%
O=C(C(=O)N1CCC(c2ccccc2)CC1)c1ccc(F)c(F)c1
    0 | nt | -52%[inhibitor] | 5% | i | 1 | nt | -23%

Screens from PubChem.
